Source: PubChem BioAssay (several laboratories)
hK5 inh: kallikrein 5 (human) inhibition. recombinant hK5, fluorogenic AMC substrate cleavage. inhibition, % at 5 µM. AID 873. 210,000 compounds, 0.59% hits. Q9Y337;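 active = inhibition of 40% or more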;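 also: 0% = enzyme controls without compound and 100% = no-enzyme blanks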
KCC2 mod: KCC2 (human) Cl- transport modulation; Q9H2X9; KCC2 cells, thallium flux FluoZin-2 fluorescence; B-score of Tl+ flux slope (higher = more flux/activation; lower = inhibition) at 10 µM; 190,000 compounds, 2.2% hits;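 active = thallium flux slope and its plate-corrected score both differing from the plate sample mean at a set confidence after two filtering rounds, in either direction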;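 also: slope of fluorescence scaled to starting intensity during 10 to 20 s after thallium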
Target sequence (Q9H2X9 whole entry, looked up): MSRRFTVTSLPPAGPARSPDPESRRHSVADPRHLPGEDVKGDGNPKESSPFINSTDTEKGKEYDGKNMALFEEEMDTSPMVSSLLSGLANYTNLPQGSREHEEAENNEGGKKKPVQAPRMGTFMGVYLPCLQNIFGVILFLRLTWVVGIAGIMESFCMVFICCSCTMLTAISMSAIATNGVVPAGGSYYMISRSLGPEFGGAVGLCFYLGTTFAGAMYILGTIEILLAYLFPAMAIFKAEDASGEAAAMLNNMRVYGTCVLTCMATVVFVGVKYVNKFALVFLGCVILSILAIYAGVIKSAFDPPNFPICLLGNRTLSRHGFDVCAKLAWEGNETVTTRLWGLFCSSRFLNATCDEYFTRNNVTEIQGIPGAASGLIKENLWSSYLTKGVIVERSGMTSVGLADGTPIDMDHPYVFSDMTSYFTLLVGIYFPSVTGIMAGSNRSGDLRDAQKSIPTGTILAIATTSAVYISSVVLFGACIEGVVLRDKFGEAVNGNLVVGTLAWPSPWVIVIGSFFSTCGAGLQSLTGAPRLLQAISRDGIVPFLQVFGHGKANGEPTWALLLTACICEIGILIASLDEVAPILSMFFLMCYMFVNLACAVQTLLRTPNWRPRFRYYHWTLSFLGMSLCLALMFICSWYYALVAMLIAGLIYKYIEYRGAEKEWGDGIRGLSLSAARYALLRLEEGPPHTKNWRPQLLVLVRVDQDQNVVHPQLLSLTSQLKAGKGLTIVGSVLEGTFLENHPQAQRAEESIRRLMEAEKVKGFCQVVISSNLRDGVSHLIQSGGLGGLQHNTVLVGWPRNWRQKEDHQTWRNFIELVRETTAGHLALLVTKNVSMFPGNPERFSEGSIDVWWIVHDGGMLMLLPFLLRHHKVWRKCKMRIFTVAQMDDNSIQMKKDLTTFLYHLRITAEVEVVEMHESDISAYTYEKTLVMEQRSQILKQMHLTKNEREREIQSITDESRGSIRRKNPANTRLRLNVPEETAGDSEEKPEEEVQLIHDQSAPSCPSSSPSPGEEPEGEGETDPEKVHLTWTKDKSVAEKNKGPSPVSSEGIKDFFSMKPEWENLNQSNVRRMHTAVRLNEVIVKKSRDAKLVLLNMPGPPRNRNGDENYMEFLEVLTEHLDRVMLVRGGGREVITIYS
Hck Nef HTS: human Hck-Nef kinase inhibition; 220,000 compounds, 0.68% hits; AID 463187; inhibition, % at 20 µM; P08631; Recombinant Hck-YEEI plus Nef, Z-Lyte FRET kinase assay;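 active = Hck-Nef kinase inhibition above about 50%, limit read from the data; inactive = inhibition below that limit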;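 also: 0% = DMSO with Hck plus Nef and 100% = Hck alone without Nef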
FXIIa inh 1536: blocks human coagulation factor XIIa protease activity; P00748; purified FXIIa, Boc-QGR-AMC fluorogenic substrate, 2 h; inhibition, % at 5 µM; 220,000 compounds, 0.3% hits; in the data active = inhibition above about 40%;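 also: 0% = enzyme with no compound and 100% = blank without enzyme; many of its hits are not listed in these tables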
FXIa inh: blocks human coagulation factor XIa protease activity | P03951 | purified FXIa, Boc-Glu-Ala-Arg-AMC fluorogenic substrate | inhibition, % at 5 µM | 220,000 compounds, 0.14% hits;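 active = inhibition of at least 40%; inactive = inhibition below 40%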;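 also: fluorescence of freed AMC excited at 355 nm; 0% = enzyme without compound and 100% = no enzyme blank; many of its hits are not listed in these tables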
TNF death inh: inhibitors of TNF-alpha induced necroptosis in Jurkat FADD-/- cells; Jurkat FADD-/- TNF necroptosis rescue, ATP luminescence, 24 h; 0 = TNF only, 100 = no-TNF cells; activation (protection from cell death), % at 10 µM; 220,000 compounds, 0.068% hits; AID 463075;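 active = activation, meaning protection from cell death, of at least 50% relative to plate controls; inactive = activation below 50%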;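 also: necroptosis triggered by 40 ng/mL TNF-alpha added together with compound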
Thrombin inh: blocks human thrombin protease activity. P00734. alpha-thrombin, Boc-VPR-AMC fluorogenic substrate cleavage. inhibition, % at 5 µM. 220,000 compounds, 0.26% hits. AID 1046;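 active = inhibition at or above 40%; inactive = inhibition below 40%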;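 also: 0% = enzyme with no compound and 100% = wells without enzyme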
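Material: Human alpha-thrombin protein | Buffer or medium: pH 7.5 Tris-saline with Tween 20 | Reagent: Boc-VPR-AMC substrate, 15 µM final | Schedule: Reaction at ambient temperature | Detection: AMC fluorescence at 355 nm excitation and 460 nm emission | Evaluation: Percent inhibition scaled between no-compound controls and no-enzyme blanks | Controls: no-compound enzyme wells and no-enzyme blanks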
Rad51 HR inh: Rad51 (human) homologous recombination inhibition; Q06609; hRad51 DNA strand exchange, fluorescence dequenching; inhibition, % at 10 µM; 200,000 compounds, 0.085% hits;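 active = inhibition above 40% at the single screening dose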;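 also: 0% = DMSO control wells and 100% = blanks with heterologous ssDNA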
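Test system: preformed human Rad51 ssDNA filaments; also added: Donor/quencher-labelled 47-bp dsDNA substrate; doses: 10 µM final, single point; times: 37 °C 15-min filament assembly, 30-min compound preincubation, 15-min exchange; detection: FRET fluorescence dequenching, excitation 485 nm, emission 520 nm; read-out basis: Fluorescence-based percent inhibition, control- and blank-normalised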
zVAD death inh: L929 zVAD cell death inhibition; L929 zVAD necroptosis rescue, ATP luminescence, 24 h; with zVAD 60 µM; viability rescue, % at 10 µM; 220,000 compounds, 0.38% hits;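 active = activation, scaled between plate controls, above about 75%, limit read from the data; inactive = activation under that limit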;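 also: 0% = zVAD with DMSO and 100% = DMSO alone without zVAD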
An asterisk follows results filed as active; . = not tested or not shown; & = joins results of further samples; ! = a repeat was not active. An excerpt; rates above refer to the full screens.

SMILES	hK5 inh	KCC2 mod	Hck Nef HTS	FXIIa inh 1536	FXIa inh	TNF death inh	Thrombin inh	Rad51 HR inh	zVAD death inh
Cc1ccc(-n2ncc3c(N4CCCC4)ncnc32)c(C)c1	3	-1.2	3	10	0	-1.6	-2	1	-0.5
CCOc1ccccc1N1CC(C(=O)NCCc2ccc(S(N)(=O)=O)cc2)CC1=O (stereo not drawn)	-15	-0.01	2	9	2	-1.6	0	5	-1.1
COc1ccc(-c2csc(NC(=O)c3cc(-c4cccs4)nc4ccccc34)n2)c(OC)c1	-6	-0.16	-1	24	22	2.5	-4	-4	0.8
Cc1ccccc1-c1noc(-c2ccccc2C(=O)O)n1	4	0.11	19	9	4	0.8	5	7	0.8
COc1ccccc1CC(Cc1nc2ccccc2[nH]1)c1nc2ccccc2[nH]1 (stereo not drawn)	0	-0.69	17	12	5	2.4	-2	6	-1.9
O=C(O)c1cccc(-n2nnnc2SCc2ccccn2)c1	0	0.57	6	15	3	-0.9	-1	3	-0.2
CC(=O)N1Cc2cc(N)ccc2Oc2ccccc21	7	0.61	17	13	6	-1.5	2	10	0.0
O=C(NC(Cc1ccccc1)C(=O)NC1CC1)OCc1ccccc1 (stereo not drawn)	-3	0.84	-1	4	-2	0.2	3	4	0.9
COc1ccc(-c2nnc(SCC(=O)NC(=O)NCc3ccco3)o2)cc1	0	.	0	14	0	-1.3	3	9	-0.4
Nc1ccc(Sc2ccc([N+](=O)[O-])cc2)cc1	-7	0.0026	-23	9	0	3.7	2	24	0.8
CCOC(=O)C1(CCOc2ccccc2)CCN(Cc2ccc3nonc3c2)CC1	2	-1	9	12	3	0.3	-3	-23	-0.3
Cc1cccc(C)c1-n1cccc1/C=C1/C(=N)N2C(=NC1=O)SN=C2S(C)(=O)=O	-5	-4.5*	14	3	0	0.1	2	15	0.4
Cc1cccc(OCC2=N/C(=C\N(C)C)C(=O)O2)c1	5	1.1	2	19	4	-3.9	4	8	0.1
CC[n+]1ccc(/C=C2\Sc3ccccc3N2CCCS(=O)(=O)[O-])c2ccccc21	7	1.1	16	16	5	0.7	-7	-8	-0.3
O=C(O)c1c[nH]c(=O)c2ccccc12	-2	0.75	16	5	7	-1.0	-14	-5	-0.2
Cc1ccc(S(=O)(=O)CCc2nnc(NC(=O)c3ccccn3)s2)cc1	-160	.	1	2	1	0.0	3	-3	0.3
CCNS(=O)(=O)c1ccc(OC)c(C(=O)NC2CCCCC2)c1	5	1.5	-12	10	4	-0.4	0	-1	0.7
O=C(Nc1ccc(N2CCCCC2)cc1)c1ccccn1	0	-0.58	23	-3	0	-11	-21	1	-0.7
CCCCN(C)S(=O)(=O)c1ccc(C(=O)Nc2nnc(CSC)o2)cc1	-28	-0.43	2	21	2	-0.1	2	3	0.8
CCOC(=O)c1c(N)c2cc([N+](=O)[O-])ccc2n1C	-1	0.56	8	10	1	-2.2	1	19	0.4
Cc1cc(C(=O)Nc2cccnc2Cl)on1	-11	1.6	-3	5	-6	-1.7	-4	10	-1.1
CCCOC(=O)c1ccc(NC(=O)CCOc2ccccc2)cc1	-2	-0.36	15	12	-6	-1.3	-2	7	0.5
CCC(c1nnnn1CCOC)N1CCN(C(=O)c2ccco2)CC1 (stereo not drawn)	-11	0.75	-1	0	1	-2.4	2	0	0.2
O=c1oc2cc(OCc3ccc(C(F)(F)F)cc3)ccc2cc1-c1ccccn1	-89	.	16	-4	9	-1.3	-7	4	0.7
CCN1CCCC1CNC(=O)c1c(O)c2c([nH]c1=O)CCCC2 (stereo not drawn)	19	.	1	21	7	0.9	2	-1	1.1
C=C(C)C1CC=C(C)/C(=N\NC(=S)Nc2ccc(C)cc2)C1 (stereo not drawn)	-15	4.6*	-2	14	4	1.1	-5	6	0.4
COC(=O)c1cc(-c2c(C)oc3cc(O)ccc3c2=O)c(C)o1	2	-0.35	1	-2	-7	-7.1	-9	4	0.4
CCOC(=O)c1c(-c2ccccc2)csc1NC(=O)c1cc(S(=O)(=O)N2CCOCC2)ccc1C	-3	-0.65	0	3	4	3.2	-1	-2	1.2
CCOc1ncccc1C(=O)OCC(=O)c1ccc[nH]1	-15	-4.1*	0	6	-5	-1.1	-8	-12	-0.3
CN(C)CCCCOc1ccccc1-c1ccccc1	0	0.91	1	14	11	-3.0	6	-2	0.8
c1cncc(-c2nnc3n2CCC3)c1	29	.	0	9	-2	-0.7	9	-4	0.4
COc1ccc(NC(=O)c2ccccc2)c([N+](=O)[O-])c1	2	-0.49	-25	.	-1	-1.6	-9	-4	0.4
CCN(CC)CCNC(=O)C1CCC(=O)N1CCc1ccccc1 (stereo not drawn)	3	.	3	6	-26	-0.1	-5	7	1.4
CCc1cccc(C)c1NC(=O)CSc1nc(-c2ccccc2F)nc2nc[nH]c12	-5	0.41	5	17	19	2.4	-3	4	0.3
CC(C)C(=O)NCCc1c[nH]c2ccccc12	-16	0.15	4	17	8	0.8	1	5	0.6
Cn1c(=O)c2c(SCC(=O)NCCc3ccccc3)nc(C3CC3)nc2n(C)c1=O	-2	0.46	21	2	-2	1.7	-6	1	0.6
CCCc1nc2sc3c(=O)n(N)cnc3c2c2c1CCCC2	-20	-1.7	0	2	-13	-1.5	-13	10	0.6
Nc1nccc(-c2ccc(-n3cnc4ccccc43)cc2)n1	7	-0.28	33	14	5	-3.7	3	-2	5.9
Cc1ccc(NC(=S)NN2CCN(C)CC2)c(C)c1	-5	1	3	-1	6	2.4	1	0	-0.4
CC1(C)C2CCC1(C)C(OC(=O)c1ccccc1C(=O)O)C2 (stereo not drawn)	-2	-0.63	-11	4	-1	-0.1	-7	.	0.3
COc1ccc(CNC(=O)c2ccc(NC(=O)CC3SC(N4CCCCC4)=NC3=O)cc2)cc1 (stereo not drawn)	-1	0.83	-2	-14	-6	-1.5	0	10	1.0
O=c1c2ccccc2[nH]c(=S)n1CCN1CCc2ccccc2C1	1	58*	29	10	2	0.1	2	.	-0.6
COC(=O)c1sc2ncn(CC(=O)NCCc3ccc(OC)c(OC)c3)c(=O)c2c1C	0	-0.84	23	8	-1	0.8	-9	-2	1.6
CC(C)CC(=O)NC(NC(=S)Nc1ccccc1)C(Cl)(Cl)Cl (stereo not drawn)	2	0.036	22	9	4	0.3	-11	-9	-0.6
COc1ccc(/C=C2\N=C(SC)NC2=O)cc1	-3	16*	-17	-14	-6	64*	-6	3	91*
O=C(c1cccc(-c2ccc(O)cc2)c1)N1CCOCC1	4	-0.61	6	-2	-7	-0.7	-4	-1	0.2
CCCOc1ccc(C2(C(=O)O)CCCC2)cc1	8	-2.4	0	13	8	-1.0	1	10	-0.1
S=c1[nH]c2cc3ccccc3cc2[nH]1	0	3.3*!	-18&0	0	-1&0	-2.5&-3.3	-5	-1&3	0.7&-0.3

No new results follow: an excerpt of the list.
SMILES	hK5 inh	KCC2 mod	Hck Nef HTS	FXIIa inh 1536	FXIa inh	TNF death inh	Thrombin inh	Rad51 HR inh	zVAD death inh
CCC(c1nnnn1CCOC)N1CCN(C(=O)c2ccco2)CC1 (stereo not drawn)	-11	0.75	-1	0	1	-2.4	2	0	0.2
O=c1oc2cc(OCc3ccc(C(F)(F)F)cc3)ccc2cc1-c1ccccn1	-89	.	16	-4	9	-1.3	-7	4	0.7
CCN1CCCC1CNC(=O)c1c(O)c2c([nH]c1=O)CCCC2 (stereo not drawn)	19	.	1	21	7	0.9	2	-1	1.1

Further records.
SMILES	hK5 inh	KCC2 mod	Hck Nef HTS	FXIIa inh 1536	FXIa inh	TNF death inh	Thrombin inh	Rad51 HR inh	zVAD death inh
O=C(NCCCN1CCOCC1)c1cc(-c2cccs2)on1	-5	1.7	0	7	3	-8.1	0	-2	26
O=C(Cc1csc(-c2ccccc2)n1)NCc1cccs1	-8	-4.6*	13	8	-4	1.3	-11	-4	0.4
COc1cc(N(C)C)c([N+](=O)[O-])cc1C(=O)N1CCN(Cc2ccccc2)CC1	-9	-2	0	7	-1	0.9	1	-1	2.9
CCOc1c(Br)cc(C(N)=O)cc1OC	-4	-0.21	1	9	4	0.9	-3	2	1.3
COCCNC(=O)NC1(C(F)(F)F)Oc2ccc(Cl)cc2O1 (stereo not drawn)	-3	.	1	9	-11	-12	-5	-8	1.9
CC(C)C(NS(=O)(=O)c1ccc2c(c1)OCCCO2)C(=O)O (stereo not drawn)	-10	-0.19	1	9	-1	0.5	-18	-8	1.1
CC(=O)OC(C(=O)n1nc(C)cc1C)c1ccccc1 (stereo not drawn)	-19	0.61	9	8	-3	-0.6	-8	7	-0.6
Cc1cccc(NC(=O)c2sc3nc(-c4ccccc4)cn3c2C)n1	12	-0.8	11	-9	1	-5.5	-5	-1	-0.3
COc1cc2c(cc1OC)CN(C(=O)c1ccccc1C(=O)O)CC2	-10	-1.7	-2	2	-6	-0.8	-2	-8	0.1

Looked up one by one from above, 5 records:
SMILES	hK5 inh	KCC2 mod	Hck Nef HTS	FXIIa inh 1536	FXIa inh	TNF death inh	Thrombin inh	Rad51 HR inh	zVAD death inh
COc1cc2c(cc1OC)CN(C(=O)c1ccccc1C(=O)O)CC2	-10	-1.7	-2	2	-6	-0.8	-2	-8	0.1
CCOc1c(Br)cc(C(N)=O)cc1OC	-4	-0.21	1	9	4	0.9	-3	2	1.3
Cc1cccc(NC(=O)c2sc3nc(-c4ccccc4)cn3c2C)n1	12	-0.8	11	-9	1	-5.5	-5	-1	-0.3
COCCNC(=O)NC1(C(F)(F)F)Oc2ccc(Cl)cc2O1 (stereo not drawn)	-3	.	1	9	-11	-12	-5	-8	1.9
COc1cc(N(C)C)c([N+](=O)[O-])cc1C(=O)N1CCN(Cc2ccccc2)CC1	-9	-2	0	7	-1	0.9	1	-1	2.9
